mcGAS MS inh: inhibitors of mouse cGAS; AID 1259397; inhibition, % at 12.5 µM; recombinant mouse cGAS, cGAMP by RapidFire MS; hit rate 0.18% among 130,000; Q8C6L5;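 active means inhibition of cGAS enzyme activity at or above 60%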;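 further: enzyme stimulated by 45 bp dsDNA with ATP and GTP substrates; cGAMP share of summed cGAMP plus half ATP and half GTP signals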
Target sequence (Q8C6L5 whole entry, looked up): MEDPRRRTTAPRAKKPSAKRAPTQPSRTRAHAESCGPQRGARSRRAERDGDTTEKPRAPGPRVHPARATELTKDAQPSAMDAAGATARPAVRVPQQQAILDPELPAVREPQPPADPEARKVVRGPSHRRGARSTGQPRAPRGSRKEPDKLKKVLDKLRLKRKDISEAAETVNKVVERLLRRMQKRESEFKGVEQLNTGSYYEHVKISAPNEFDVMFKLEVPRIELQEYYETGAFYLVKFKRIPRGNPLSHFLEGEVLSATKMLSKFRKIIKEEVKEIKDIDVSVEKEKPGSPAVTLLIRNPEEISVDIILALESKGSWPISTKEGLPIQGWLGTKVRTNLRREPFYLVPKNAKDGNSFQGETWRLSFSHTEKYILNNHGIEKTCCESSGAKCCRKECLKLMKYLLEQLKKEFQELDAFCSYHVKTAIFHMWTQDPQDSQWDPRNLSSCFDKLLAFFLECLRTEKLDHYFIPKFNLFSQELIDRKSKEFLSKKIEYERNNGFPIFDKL
* = called active by the depositor; & = joins results of further samples. The list is partial (hit frequency here may not be typical).

SMILES	mcGAS MS inh
O=C(/C=C/Nc1ccc(Cl)c([N+](=O)[O-])c1)c1ccc(Cl)cc1Cl	0.9
CCCn1ccnc1CN1CCN2C(=O)CN(C)C(=O)C2C1 (stereo unspecified)	-7.2
O=C(/C(=C/c1ccc([N+](=O)[O-])cc1)n1cncn1)c1ccc(Cl)cc1Cl	-1.6
CC(Sc1nn(-c2ccccc2)c(=S)s1)C(=O)N(C)C (stereo unspecified)	-3.3
O=C(CCCOc1cccc(Cl)c1Cl)N1CCN(C2CCOC2)CC1 (stereo unspecified)	-2.7
Cc1cc2oc(=O)cc(C)c2cc1NC(=O)c1cnccc1C	-20.1
O=c1oc2ccccc2n1CCN1CCc2[nH]cnc2C1c1ccccn1 (stereo unspecified)	-20.8&-4.9
CCn1c(=O)c2c(nc3n(CC)c(C)c(C)n23)n(C)c1=O	-6.4
O=C(CCc1ccco1)Nc1ccc2c(c1)OCCCO2	-10.4
COc1ccc(NC(=O)CC(c2ccccc2)c2ccc(C)cc2O)cc1 (stereo unspecified)	-8.7
Cc1nc(-c2ccc(NS(=O)(=O)C3=Cc4ccccc4CC3)cc2)cs1	6.1
CC(CCO)CNC(=O)c1cc(C(C)C)no1 (stereo unspecified)	-4.2
CCc1nn2c(nnc3c(=O)n(Cc4cccnc4)ccc32)c1-c1ccc(Cl)cc1	-3.6
COCCNc1nc(-c2ccccc2CO)c2sc(-c3ccccc3)cc2n1	9.3
O=C(CCNS(=O)(=O)c1ccc(Br)cc1)Nc1ccc2c(c1)CCO2	-0.4
CC(C)(C)C(=O)NCc1ccc(Oc2ccccc2)nc1	4.4
CC(C)NC(=O)c1cc(-c2cccs2)n(-c2ccc(F)cc2)n1	-12.5
NC(=O)CN(CCC1CCCCC1)C(=O)c1nccn2ccnc12	-14.1
COc1ccc(Br)cc1-c1noc(C(F)(F)F)n1	-4.7
CCOC(C)c1ccc(-c2cncnc2)cc1 (stereo unspecified)	-20.6

In the list so far, two have fluorine:
SMILES	mcGAS MS inh
CC(C)NC(=O)c1cc(-c2cccs2)n(-c2ccc(F)cc2)n1	-12.5
COc1ccc(Br)cc1-c1noc(C(F)(F)F)n1	-4.7

Other structures:
SMILES	mcGAS MS inh
CC1ON=C(c2ccco2)N(C/C=C/c2ccccc2)C1=O (stereo unspecified)	45.6
Cc1nc2ncnn2c(C)c1CCC(=O)N1CCCC(Nc2ccccc2)C1 (stereo unspecified)	-4.2
CCc1cccc(C)c1NC(=O)Cn1cnc2sccc2c1=O	-4.4
CCC(=O)N1CCN(c2ccc(Cl)cc2NC(=O)c2cccs2)CC1	-6.9
CSC1CCCCC1NC(=O)c1cccnc1C (stereo unspecified)	-5.5
COCCN(CC1CN(Cc2ccccc2C(F)(F)F)CC1c1ccc(C)cc1)C(C)=O (stereo unspecified)	-3.5
COc1cc(C=NNc2ncc(C(F)(F)F)cc2Cl)cc(OC)c1OC	-12.4
COc1ccc(S(=O)(=O)N2CCOCC2)cc1N=Cc1ccc2c(c1)OCO2	-3.3
Cc1ccc(C(CNC(=O)c2nn(C)c3c2CCCC3)N(C)C)o1 (stereo unspecified)	4.6
COc1ccc(CNC(=O)/C(C#N)=C/N2CCN(c3cccc(C)c3C)CC2)cc1	-18.6
Cn1c2ccccc2c(=O)c2c(=O)n(Cc3ccco3)c(C3CCCCC3)nc21	-2.6
O=S(=O)(NCc1ccccc1OC(F)F)c1ccccc1F	-1.5
CCN(Cc1noc(C)n1)C(=O)c1cn(-c2ccccc2)nn1	-36.0
CCOC(=O)C1(CCc2ccccc2)CCCN(C(=O)C2=CCCC2)C1 (stereo unspecified)	-7.4
COc1cc(CNC(C)(C)CO)ccc1OCC(=O)Nc1ccc(C)cc1	-4.9
CCOC(=O)CC(NC(=O)c1cnn(C)c1C)c1cccc(OC)c1 (stereo unspecified)	0.6
CC(N)=C(C#N)C(=O)COC(=O)CC12CC3CC(CC(C3)C1)C2	-4.7
CCCc1nnc(NCc2ccc(Cl)cc2)s1	-7.1
CCC(C)NC(=O)COC(=O)c1cccc(Br)c1 (stereo unspecified)	4.6
CC(C(=O)NCc1ccccc1-n1ccnc1)n1cc(Cl)cn1 (stereo unspecified)	-29.4

Looked up by compound from above (three):
SMILES	mcGAS MS inh
CCCn1ccnc1CN1CCN2C(=O)CN(C)C(=O)C2C1 (stereo unspecified)	-7.2
Cc1nc2ncnn2c(C)c1CCC(=O)N1CCCC(Nc2ccccc2)C1 (stereo unspecified)	-4.2
CC(C(=O)NCc1ccccc1-n1ccnc1)n1cc(Cl)cn1 (stereo unspecified)	-29.4

(further entries)
SMILES	mcGAS MS inh
O=C(CCOc1ccc(Cl)cc1)N1CCOC(Cc2ccccc2)C1 (stereo unspecified)	-5.8
O=C(NC1CCCc2c1cnn2-c1ccc(F)cc1F)c1csnn1 (stereo unspecified)	-5.3
C=CCNC(=O)Cn1nnc(C(NC(=O)c2ccccc2)C2CC2)n1 (stereo unspecified)	-11.0
Cc1nccn1-c1ccc(NC(=O)C2CCCN(Cc3ccoc3)C2)cc1 (stereo unspecified)	-0.1
Cc1cc(C)n(C(C)CNS(=O)(=O)c2ccc(C)c(C)c2)n1 (stereo unspecified)	-7.3
O=C(CCn1cnc2ccccc21)N1C[C@H](O)[C@@H](N2CCOCC2)C1	-1.3
O=C(C1CCOCC1)N1CCOC(CCCc2ccccc2)C1 (stereo unspecified)	-1.6
CC(=O)NC(C)(c1ccccc1)c1nc(-c2cccc3cccnc23)cs1 (stereo unspecified)	7.4
Cc1nc(NCCNC(=O)c2ccncc2)cc(C(C)C)n1	-16.3
CC(=O)Nc1ccc(OS(=O)(=O)c2cc(F)ccc2F)cc1	-11.6
CC(=O)c1ccc(N=Cc2nc(-c3ccc([N+](=O)[O-])cc3)oc2O)cc1	3.2
CC(C)c1nc(CCN(C)C(=O)CN2CCCN(C)CC2)no1	-10.6
Fc1ccc(-c2n[nH]c(=S)n2CC2CCCO2)cc1 (stereo unspecified)	-3.5
CCOC(=O)C1(CC2CC2)CCN(C(=O)c2cccc(-c3ccc(C)o3)c2)CC1	-1.3
CN1CC2(CCCN(C(=O)CN3CCOc4ccccc4C3)C2)OC1=O (stereo unspecified)	-5.0
O=c1[nH]c(SCc2ccc(F)cc2)nc2c1cnn2CCO	-29.8
Cc1ccc2cc(C3(O)CCN(C(=O)[C@H]4CCCN4)CC3)ccc2n1	-7.3
Cc1cccc(CNC(=O)N2CCC3(CCNCC3)C2)c1	2.4
Cn1c2ccccc2c2nnc(SCc3ccccc3)nc21	6.8
Cc1cc(F)ccc1NC(=O)CCNC(=O)c1cnn2c1CCCC2	-11.2
Cc1cnc(N(C)CCCc2cnn(C)c2)nc1N(C)C	-24.6
O=C(CC1CSc2nccc(=O)n21)NCc1ccco1 (stereo unspecified)	-6.4
Cc1c(CNC2CCN(Cc3cccc(C(F)(F)F)c3)CC2)cc(C#N)n1C	-6.6
CN1CCN(CC(NCc2cccc(O)c2)c2ccccc2)CC1 (stereo unspecified)	-54.0
NNc1nc(-c2ccccc2)c2cc(Cl)ccc2n1	-3.9
CCC(C)N=C1SCC(C23CC4CC(CC(C4)C2)C3)=NN1C (stereo unspecified)	-8.2
COc1ccc2c(c1OC)C(=O)OC2Nc1nc(-c2ccccc2)cs1 (stereo unspecified)	-10.8
CC1=CC(=NNc2nc3ccccc3s2)CC1	7.4
Clc1ccc(-c2cc3c(nn2)Nc2ccccc2N3)cc1	0.1
O=C(NNC(=O)C1CC1c1ccccc1F)c1ccccn1 (stereo unspecified)	-32.2
Cc1cc(OCC(=O)NNC(=O)c2ccc(C(C)(C)C)cc2)cc(C)c1Cl	-11.7
CC12CCC(C(=O)O)(CC1OC(=O)C(Cl)(Cl)Cl)C2(C)C (stereo unspecified)	3.0
CCC(C)NC(=O)CC1CSc2nc(C)cc(=O)n21 (stereo unspecified)	-3.3
CC(=O)Nc1ccc(NC(=O)CNc2ccc(Cl)cc2F)cc1	-5.0
CC1CCc2c(C(=O)O)csc2C1 (stereo unspecified)	-5.7
COCCN(CC(O)Cn1c2ccccc2c2ccccc21)S(C)(=O)=O (stereo unspecified)	15.9
CCN(C(C)=O)C1CCN(Cc2cc3n(n2)CCNC3)C1 (stereo unspecified)	-11.1
O=C(c1nc2sccn2c1CN1CCCC1c1ccc(F)cc1)N1CCCCCCC1 (stereo unspecified)	-5.1
CCOC(=O)c1cc(-c2ccccc2)nc2[nH]c(=O)c3ccccc3c12	-13.9
CCOC(=O)c1sc2nc(C)nc(SCC(=O)OC)c2c1C	-7.5
CCC1CCC2(CC1)NN=C(c1ccc(C)cc1)S2 (stereo unspecified)	-3.4
Cc1nc(NCCOc2c(C)cccc2Cl)c2cnn(C)c2n1	-9.5
Fc1ccc(Nc2nn(CN3CCCCC3)c(=S)s2)cc1	10.1
Cc1ccc2c(c1)CCCN2C(=O)/C=C/c1ccco1	-6.9
Cc1cc(NC(=O)CNCCN2CCCOC2=O)ccc1Cl	-7.3
Cc1nc(CN2CCN(c3ncnc4ccccc34)CC2)c2ccccn12	-10.9
O=C(COc1cccc2ccccc12)NN=Cc1ccccc1[N+](=O)[O-]	-1.1
CCNC(=O)CN(CC)Cc1nc2sc(C(C)=O)c(C)c2c(=O)[nH]1	11.7
CCCc1nnsc1C(=O)N1CCC(Cc2cccc(C(N)=O)c2)C1 (stereo unspecified)	-26.5
CCOC(=O)c1ccccc1NC(=O)Cn1cnc2c(nnn2-c2ccc(C)cc2)c1=O	2.2
CC(=O)N1CCC2(CC1)OC(=O)C(C)=C2C(=O)NC1CCCCCC1	-7.1
O=c1/c(=C/c2ccc(-c3ccc([N+](=O)[O-])cc3)o2)sc2nc3cc(Br)cnc3n12	47.2
Cc1ccc(-c2ccsc2C(=O)NC2=NCCS2)cc1	11.2
Cc1cc(C)cc(NC(=O)CSc2c(C)[nH]c3ccccc23)c1	-6.2
CCOc1ccc(S(=O)(=O)Oc2ccc(C)cc2)cc1OCC	-14.8
COCCCNS(=O)(=O)C1CON(C)C1c1ccc(C(C)(C)C)cc1 (stereo unspecified)	0.4
Cc1sc2nc[nH]c(=S)c2c1C	1.3
O=C(c1nc2ccccc2[nH]c1=O)N1CC[C@@H](c2ccc3ccccc3c2)[C@H](O)C1	-11.9
CC(C)c1cc(C2CCN(Cc3cc(F)cc(F)c3)CC2)[nH]n1	-4.8
Cc1[nH]nc(-c2ccc(O)cc2O)c1Oc1ccc(C(C)C)cc1	-0.3

Carrying on.
SMILES	mcGAS MS inh
N#Cc1c(Cl)cccc1Oc1cccc(C(=O)O)c1	-4.3
COCCn1c(C)cc(O)c(C(c2cccc(Cl)c2)N2CCC(C)CC2)c1=O (stereo unspecified)	-7.0
COc1ccc(-c2nc(Cn3cnc(C#N)n3)no2)cc1	9.6
Cc1nc(-c2ccc(-n3ccnc3-c3ccnc(C(C)C)n3)cc2)n[nH]1	4.7
CCC(c1ccnn1C)n1cc2ncccc2c1O (stereo unspecified)	-20.5
CC(C)c1nc(CCNC(=O)N2CCCCC2C)cs1 (stereo unspecified)	1.6
CN(Cc1ccc2c(c1)OCO2)c1nc(-c2cccnc2)nc2ccccc12	-3.7
O=C(NCCNc1ccc(C(F)(F)F)cc1[N+](=O)[O-])C1CCC1	-0.7
CC1N=NC(=NNC(=O)c2cc3c(F)cccc3s2)NC1=O (stereo unspecified)	-15.3
COc1ccc(-c2cnc(C(O)c3ccc(C(C)(C)C)cc3)[nH]2)cc1 (stereo unspecified)	-8.1
Cc1cc(Br)c(NC(=O)Cn2cnc3c(cnn3C)c2=O)c(Br)c1	-0.6
O=C(Nc1cccs1)N1CCn2cccc2C1c1ccncc1 (stereo unspecified)	-2.7
O=C(Nc1ccc(NS(=O)(=O)c2cccc(C(F)(F)F)c2)cc1)c1cnc(Cl)nc1C(F)(F)F	10.7
Cc1nn(C)c(C)c1S(=O)(=O)N1CC2ON=C(c3cccnc3)C2C1 (stereo unspecified)	-5.1
COCCn1cc(NC(=O)Nc2c(C)cc(C)cc2C)c2ccccc21	-5.8
Cc1cccc(S(=O)(=O)Nc2cc(C(N)=O)ccc2N(C)C)c1	2.7
Cc1cc(CNC(=O)c2cccc(OC3CCN(C(=O)C4CC4)CC3)c2)on1	-3.0
Cc1c(-c2nc(-c3ccccc3)c(-c3ccccc3)[nH]2)c(=O)n(-c2ccccc2)n1C	-11.7
CSc1ccc(CC(=O)NCc2cccnc2N2CCOCC2)cc1	5.8
CCC(CC)n1ccc(CO)n1	9.5

Arranged by molar mass (falling): six of the compounds above.
SMILES	mcGAS MS inh
Cc1cc(CNC(=O)c2cccc(OC3CCN(C(=O)C4CC4)CC3)c2)on1	-3.0
COc1ccc(-c2cnc(C(O)c3ccc(C(C)(C)C)cc3)[nH]2)cc1 (stereo unspecified)	-8.1
CC1N=NC(=NNC(=O)c2cc3c(F)cccc3s2)NC1=O (stereo unspecified)	-15.3
CC(C)c1nc(CCNC(=O)N2CCCCC2C)cs1 (stereo unspecified)	1.6
CCC(c1ccnn1C)n1cc2ncccc2c1O (stereo unspecified)	-20.5
CCC(CC)n1ccc(CO)n1	9.5

(further entries)
SMILES	mcGAS MS inh
COCCn1c(=NC(=O)c2cc(Cl)sc2Cl)sc2cc(S(N)(=O)=O)ccc21	-6.2
O=C(NC1CC1)C(Sc1n[nH]c(CC2CCCC2)n1)c1ccc(F)cc1 (stereo unspecified)	-5.2
COc1ccccc1C1Nc2cc(Cl)c(S(N)(=O)=O)cc2S(=O)(=O)N1 (stereo unspecified)	-5.5
CC(C)(C)c1ccc(CC(=O)N2CCC2(C)C(=O)NCC(F)(F)F)cc1 (stereo unspecified)	1.2
COc1ccc(CN2CC(C(=O)N3CCOCC3(C)C)CC2=O)cc1 (stereo unspecified)	-14.5
COC(=O)c1cc2n(n1)CCCN(C(=O)c1sccc1C)C2	-8.5
FC(F)(F)c1ccc(Cl)c(NC2=NCCC2)c1	-9.6
CNC(=O)c1ccc(NC(=O)N2CCC(c3ccccc3)C2)cc1 (stereo unspecified)	-1.9
Cc1ccnc(Nc2ccc(N3CCN(C(=O)C4CCCC4)CC3)nn2)c1	-6.6
CC(C)Cc1nc(CN(C)C(=O)c2cnnn2-c2ccccc2)no1	-21.6
Cc1ccccc1C1(O)CCN(Cc2ncc[nH]2)C1 (stereo unspecified)	1.8
COC(C)c1noc(-c2cc(C3CC3)nc3onc(C)c23)n1 (stereo unspecified)	-4.7
O=C(CSc1cccs1)NS(=O)(=O)/C=C/c1ccccc1	-24.7
CN(Cc1cc2n(n1)CCNC2)Cc1n[nH]c2c1CCCCC2	-14.4

Assay outcomes (PubChem)
